Compound activity as filed in PubChem.
Thrombin inh: blocks human thrombin protease activity. P00734. alpha-thrombin, Boc-VPR-AMC fluorogenic substrate cleavage. inhibition, % at 5 µM. hit rate 0.26% among 220,000. AID 1046;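 active means inhibition at or above 40%; inactive means inhibition below 40%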;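 further: 0% = enzyme with no compound and 100% = wells without enzyme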
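Test system: human alpha-thrombin protein / Dosing: one concentration per compound, 5 µM, with 0.2% DMSO / Medium: pH 7.5 Tris-saline with Tween 20 / Benchmarks: no-compound enzyme wells and no-enzyme blanks / Read-out basis: percent inhibition of thrombin substrate cleavage / Timing: reaction at room temperature / Measured by: fluorescence, ex 355 nm, em 460 nm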
KLK5 inh: blocks human kallikrein 5 protease activity; Q9Y337; inhibition, % at 5 µM; hit rate 0.59% among 210,000; AID 873; recombinant hK5, fluorogenic AMC substrate cleavage;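 active means inhibition of 40% or more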;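 further: 0% = enzyme controls without compound and 100% = no-enzyme blanks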
Target sequence (Q9Y337 67-293 limits assumed): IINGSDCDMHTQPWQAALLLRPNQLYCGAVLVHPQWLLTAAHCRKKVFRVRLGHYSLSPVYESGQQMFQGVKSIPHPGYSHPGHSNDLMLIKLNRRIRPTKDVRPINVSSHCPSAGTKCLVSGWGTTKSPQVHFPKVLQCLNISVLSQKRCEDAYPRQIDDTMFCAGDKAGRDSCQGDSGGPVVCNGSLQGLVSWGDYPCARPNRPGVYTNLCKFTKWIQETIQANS
14-3-3 Bad PPI: disrupts binding of bovine 14-3-3 zeta to phospho-Bad peptide; hit rate 0.71% among 220,000; TR-FRET 14-3-3zeta/Dy647-pBad peptide displacement, 1 h; inhibition, % at 21.7 µM;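 active means inhibition above about 70%, limit read from the data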;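 further: 0% = full 14-3-3 plus peptide FRET controls and 100% = background without 14-3-3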
Target sequence (P63103 whole entry, looked up): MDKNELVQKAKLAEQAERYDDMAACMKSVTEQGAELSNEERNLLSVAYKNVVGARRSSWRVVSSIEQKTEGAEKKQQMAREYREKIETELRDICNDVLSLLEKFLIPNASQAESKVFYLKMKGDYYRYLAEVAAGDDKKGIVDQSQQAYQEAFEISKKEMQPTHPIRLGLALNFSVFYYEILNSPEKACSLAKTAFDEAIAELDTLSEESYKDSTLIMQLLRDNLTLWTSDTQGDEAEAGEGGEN
KCC2 mod: modulators of human KCC2 chloride dependent transport; KCC2 cells, thallium flux FluoZin-2 fluorescence; B-score of Tl+ flux slope (higher = more flux/activation; lower = inhibition) at 10 µM; hit rate 2.2% among 190,000;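 active means thallium flux slope and its plate-corrected score both differing from the plate sample mean at a set confidence after two filtering rounds, in either direction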;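 further: slope of fluorescence scaled to starting intensity during 10 to 20 s after thallium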
EBV gp42 inh: inhibitors of Epstein-Barr virus glycoprotein 42; hit rate 0.42% among 220,000; AID 1085; inhibition, % (tested at 21.74 µM); Fluorescence polarization binding assay, mP read-out; in the data active means inhibition above about 50%
Target sequence (Q1HVG2 whole entry, looked up): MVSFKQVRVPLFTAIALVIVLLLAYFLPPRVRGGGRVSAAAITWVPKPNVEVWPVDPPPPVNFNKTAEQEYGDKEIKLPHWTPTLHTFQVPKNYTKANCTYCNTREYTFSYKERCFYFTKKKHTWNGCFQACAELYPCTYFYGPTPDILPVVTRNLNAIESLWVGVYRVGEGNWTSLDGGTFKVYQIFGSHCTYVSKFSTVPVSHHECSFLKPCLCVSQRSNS
eIF4E 4G PPI: eIF4E/eIF4G interaction inhibition in translation initiation; AID 782; TR-FRET eIF4E-eIF4GI(517-606) binding, 2 h; hit rate 0.37% among 220,000; P63073+Q04637; inhibition, % at 21.7 µM;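 further: 0% = full FRET control wells and 100% = background wells lacking eIF4GI fragment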
Rad51 HR inh: blocks human Rad51 in homologous recombination. hit rate 0.085% among 200,000. inhibition, % at 10 µM. hRad51 DNA strand exchange, fluorescence dequenching. Q06609;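 active means inhibition above 40% at the single screening dose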;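 further: 0% = DMSO control wells and 100% = blanks with heterologous ssDNA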
Target sequence (Q06609 whole entry, looked up): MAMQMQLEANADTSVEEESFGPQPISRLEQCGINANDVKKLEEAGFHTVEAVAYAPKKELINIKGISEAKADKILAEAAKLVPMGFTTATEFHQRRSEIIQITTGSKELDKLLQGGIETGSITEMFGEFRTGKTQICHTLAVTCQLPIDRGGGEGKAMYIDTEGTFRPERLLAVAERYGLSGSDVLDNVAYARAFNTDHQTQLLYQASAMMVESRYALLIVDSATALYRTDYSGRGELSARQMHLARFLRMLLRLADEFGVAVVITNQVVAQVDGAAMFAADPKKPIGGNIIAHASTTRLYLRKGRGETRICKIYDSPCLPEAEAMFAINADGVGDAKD
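Assay system: Human Rad51 nucleoprotein filaments preassembled on unlabelled ssDNA | Reagent: Donor/quencher-labelled 47-bp dsDNA substrate | Doses: One concentration, 10 µM final | Times: 37 °C 15-min filament assembly, 30-min compound preincubation, 15-min exchange | Technique: Fluorescein emission 520 nm, excitation 485 nm | Benchmarks: Plate control and blank wells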
Furin inhibitor: human furin inhibition; purified furin, fluorogenic substrate cleavage; hit rate 0.061% among 220,000; inhibition, % at 30 µM; AID 463115; P09958; in the data active means inhibition above about 25%; further: inactives centre near -15
p47phox inh: p47phox (human) inhibition; P14598; p47phox/p22phox peptide binding, fluorescence polarization, 2 h; inhibition, % at 24.7 µM; hit rate 0.53% among 220,000; AID 1274;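 further: 0% = p47phox with labelled peptide and 100% = labelled peptide alone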
Numbers without * were called inactive; [ ] = another dose, or the depositor's remark.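 How the source made its calls, unless noted: active means inhibition above about 30% (limit read from the data); inactive means the rest.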 Not a hit list. Share with any hit: about 4.7%.

Screening CCCC(=O)N(CCc1ccc(OC)cc1)Cc1nc2ccccc2c(=O)[nH]1 returned Thrombin inh 0, KLK5 inh -17, 14-3-3 Bad PPI 14, KCC2 mod -1.3, EBV gp42 inh -24, eIF4E 4G PPI 3[fluorescence artefact?], Rad51 HR inh -7, Furin inhibitor -16[20 µM] and p47phox inh -13.
Screening COc1cc2c(=O)n(CC3CCCO3)c(=O)n(CC(=O)Nc3ccc(F)cc3F)c2cc1OC (centres undefined) returned Thrombin inh -2, KLK5 inh -22, 14-3-3 Bad PPI 3, KCC2 mod 0.54, EBV gp42 inh 2, eIF4E 4G PPI -1, Furin inhibitor -23 and p47phox inh -2.
For Cc1occc1C(=O)NC1CCCc2ccccc21 (centres undefined) the results were Thrombin inh -7, KLK5 inh 5, 14-3-3 Bad PPI -5, KCC2 mod -1.9, EBV gp42 inh -7, eIF4E 4G PPI 0[fluorescence artefact?], Rad51 HR inh 0, Furin inhibitor -9[20 µM] and p47phox inh -14.
`COc1ccc(-c2[nH]ncc2CN2CCCN(C(=O)c3ccco3)CC2)cc1F` gave Thrombin inh -8, KLK5 inh 0, 14-3-3 Bad PPI -8, KCC2 mod -0.54, EBV gp42 inh -2, eIF4E 4G PPI -2, Furin inhibitor -1 and p47phox inh -3.
COC(=O)C1=C(C)N=c2s/c(=C3\C(=O)Nc4ccccc43)c(=O)n2C1c1ccccc1 (centres undefined) was read as Thrombin inh -1, KLK5 inh 14, 14-3-3 Bad PPI 4[fluorescence artefact?], EBV gp42 inh -4, eIF4E 4G PPI 3[fluorescence artefact?], Furin inhibitor -6 and p47phox inh -15.
For O=C(COC(=O)c1ccc(O)cc1)NCC1CCCO1 (centres undefined) the results were Thrombin inh -5, KLK5 inh 6, 14-3-3 Bad PPI -18, KCC2 mod 0.21, EBV gp42 inh -4, eIF4E 4G PPI 2, Rad51 HR inh -3, Furin inhibitor -23 and p47phox inh -10.
`O=C(c1cccc(-n2cnnn2)c1)N1CCOCC1` gave Thrombin inh 0, KLK5 inh 2, 14-3-3 Bad PPI -3[fluorescence artefact?], KCC2 mod 0.026, EBV gp42 inh -3, eIF4E 4G PPI 2, Rad51 HR inh 8, Furin inhibitor -37[20 µM] and p47phox inh -8.
For O=C(Cn1sc2ccccc2c1=O)NC12CC3CC(CC(C3)C1)C2 the results were Thrombin inh -4, KLK5 inh -1, 14-3-3 Bad PPI 44, KCC2 mod -0.26, EBV gp42 inh -29, eIF4E 4G PPI 41*, Rad51 HR inh 0, Furin inhibitor -19[20 µM] and p47phox inh -4.
Screening CCCNC(=O)N1CCN(C(=O)NCCC)CC1 returned Thrombin inh 4, KLK5 inh 1, 14-3-3 Bad PPI -11, EBV gp42 inh -4, eIF4E 4G PPI -1, Rad51 HR inh 5, Furin inhibitor -15[20 µM] and p47phox inh -5.
For CCn1c(/C=N/NC(=O)c2ccc(OC)cc2)nc2ccccc21 the results were Thrombin inh -3, KLK5 inh -8, 14-3-3 Bad PPI -3, KCC2 mod -0.34, EBV gp42 inh 2, eIF4E 4G PPI 4[fluorescence artefact?], Furin inhibitor -14 and p47phox inh -13.

2 successive records already listed:
Screening COc1cc2c(=O)n(CC3CCCO3)c(=O)n(CC(=O)Nc3ccc(F)cc3F)c2cc1OC (centres undefined) returned Thrombin inh -2, KLK5 inh -22, 14-3-3 Bad PPI 3, KCC2 mod 0.54, EBV gp42 inh 2, eIF4E 4G PPI -1, Furin inhibitor -23 and p47phox inh -2.
For Cc1occc1C(=O)NC1CCCc2ccccc21 (centres undefined) the results were Thrombin inh -7, KLK5 inh 5, 14-3-3 Bad PPI -5, KCC2 mod -1.9, EBV gp42 inh -7, eIF4E 4G PPI 0[fluorescence artefact?], Rad51 HR inh 0, Furin inhibitor -9[20 µM] and p47phox inh -14.

More records:
Screening CCCCCC(=O)Nc1ccc(N2CCN(CC)CC2)c(Cl)c1 returned Thrombin inh 2, KLK5 inh -21, 14-3-3 Bad PPI -4, KCC2 mod 0.85, EBV gp42 inh -10, eIF4E 4G PPI -6, Rad51 HR inh 3, Furin inhibitor -22 and p47phox inh -7.
`CCOC(=O)C1CCN(C(=O)CCc2ccccc2)CC1` gave Thrombin inh -9, KLK5 inh -13, 14-3-3 Bad PPI -20[fluorescence artefact?], KCC2 mod -0.057, EBV gp42 inh -14, eIF4E 4G PPI 7, Rad51 HR inh -1, Furin inhibitor -7[20 µM] and p47phox inh -8.
O=C1CSC(c2cccnc2)N1Cc1cccnc1 (centres undefined) was read as Thrombin inh 1, KLK5 inh -1, 14-3-3 Bad PPI 3, KCC2 mod 0.62, EBV gp42 inh -11, eIF4E 4G PPI 0, Rad51 HR inh 0, Furin inhibitor -15 and p47phox inh -14.
`O=c1[nH]c(Cc2ccccn2)nc2scc(-c3ccc(Cl)cc3)c12` gave Thrombin inh -4, KLK5 inh -22, 14-3-3 Bad PPI -26, KCC2 mod -3.1, EBV gp42 inh -8, eIF4E 4G PPI -3, Rad51 HR inh -5, Furin inhibitor -6 and p47phox inh -18.
Cc1cccc(N(C(=O)c2sc(C)nc2C)C(C(=O)NCc2ccco2)c2ccccc2)c1 (centres undefined) was read as Thrombin inh 13, KLK5 inh -15, 14-3-3 Bad PPI -5, EBV gp42 inh -3, eIF4E 4G PPI -3, Rad51 HR inh -3, Furin inhibitor -2[20 µM] and p47phox inh -6.
CC(=O)Nc1ccc(NC(=O)Cc2sc(-c3cccnc3)nc2-c2ccc(C)cc2)cc1 was read as Thrombin inh -9, KLK5 inh 4, 14-3-3 Bad PPI 2, KCC2 mod 0.033, EBV gp42 inh 1, eIF4E 4G PPI -2, Rad51 HR inh 5, Furin inhibitor -12 and p47phox inh -10.
For CCOC(=O)c1sc2ccc(S(=O)(=O)N3CCCCC3)cc2c1N the results were Thrombin inh -20, KLK5 inh 5, 14-3-3 Bad PPI 2, KCC2 mod -0.17, EBV gp42 inh -10, eIF4E 4G PPI 8, Rad51 HR inh -5, Furin inhibitor -19 and p47phox inh -15.
Screening CCN(CC)CCNC(=S)Nc1ccc2nc(N3CCCC3)cc(C)c2c1 returned Thrombin inh -9, KLK5 inh -12, 14-3-3 Bad PPI -5, KCC2 mod -0.65, EBV gp42 inh -11, eIF4E 4G PPI 1, Rad51 HR inh 14, Furin inhibitor -9 and p47phox inh -3.
Cn1c(=O)c2[nH]c(-c3ccccc3)c(O)c2n(C)c1=O was read as Thrombin inh -10, KLK5 inh -11, 14-3-3 Bad PPI -5, KCC2 mod -0.99, EBV gp42 inh 122*, eIF4E 4G PPI -1, Rad51 HR inh 7, Furin inhibitor -9 and p47phox inh -4.
Screening CC(C)C(=O)Nc1cccc(-c2nc3ccccc3o2)c1 returned Thrombin inh -7, KLK5 inh -4, 14-3-3 Bad PPI -8, KCC2 mod -1.5, EBV gp42 inh -14, eIF4E 4G PPI 6, Rad51 HR inh 13, Furin inhibitor -2[20 µM] and p47phox inh -22.
Screening Fc1cnc(N2CCN(c3ccccc3)CC2)nc1N1CCN(c2ccccc2)CC1 returned Thrombin inh 1, KLK5 inh -6, 14-3-3 Bad PPI 3, KCC2 mod -0.6, EBV gp42 inh 3, eIF4E 4G PPI 1, Furin inhibitor -12 and p47phox inh -10.
Cc1ccc(-c2cc(C(=O)NCc3cn(C)nc3C)c3cc(Br)ccc3n2)cc1 was read as Thrombin inh -1, KLK5 inh -13, 14-3-3 Bad PPI 37, KCC2 mod 0.77, EBV gp42 inh -7, eIF4E 4G PPI 14, Rad51 HR inh 17, Furin inhibitor -27 and p47phox inh 32*.
Cc1cc(N2CCC(C(=O)NC3CC3)CC2)nc(-c2ccccc2)n1 was read as Thrombin inh -6, KLK5 inh 0, 14-3-3 Bad PPI 2, EBV gp42 inh 3, eIF4E 4G PPI 1, Rad51 HR inh -3, Furin inhibitor -6 and p47phox inh -4.
CCNc1nc(OC)nc(SCC(=O)Nc2ccccc2)n1 was read as Thrombin inh -6, KLK5 inh 0, 14-3-3 Bad PPI -7, KCC2 mod -0.58, EBV gp42 inh -13, eIF4E 4G PPI -3, Rad51 HR inh -5, Furin inhibitor -22 and p47phox inh -10.
CCOc1ccc(C(=O)Nc2nnc(C(C)C)s2)cc1OCC was read as Thrombin inh 21, KLK5 inh 38, 14-3-3 Bad PPI 3, KCC2 mod -0.37, EBV gp42 inh 3, eIF4E 4G PPI 9, Rad51 HR inh 2, Furin inhibitor -21[20 µM] and p47phox inh -1.
For COc1ccc(C(=O)NC(=S)N2CCC(C)CC2)cc1 the results were Thrombin inh -3, KLK5 inh 0, 14-3-3 Bad PPI -12[fluorescence artefact?], EBV gp42 inh 3, eIF4E 4G PPI -2, Rad51 HR inh 2, Furin inhibitor -14[20 µM] and p47phox inh -4.
O=C(Nc1ccc(F)cc1F)c1noc2c1CCC2 was read as Thrombin inh -1, KLK5 inh -46, 14-3-3 Bad PPI 7, KCC2 mod -0.012, EBV gp42 inh 25, eIF4E 4G PPI 16, Rad51 HR inh -3, Furin inhibitor -19 and p47phox inh -12.
CCCS(=O)(=O)N1CCC(C(=O)NCCc2ccc(OC)c(OC)c2)CC1 was read as Thrombin inh -2, KLK5 inh -22, 14-3-3 Bad PPI 10[fluorescence artefact?], KCC2 mod 0.14, EBV gp42 inh -10, eIF4E 4G PPI -8[fluorescence artefact?], Rad51 HR inh 1, Furin inhibitor -26 and p47phox inh -4.
Screening O=C(NCC(c1cccnc1)N1CCN(c2ccc(F)cc2)CC1)c1cccc(Cl)c1 (centres undefined) returned Thrombin inh -6, KLK5 inh 0, 14-3-3 Bad PPI 8[fluorescence artefact?], EBV gp42 inh -11, eIF4E 4G PPI 3, Rad51 HR inh -2, Furin inhibitor -21 and p47phox inh -10.
For CCOC(=O)N1CCN(C(=O)COc2cc(C)c(Cl)c(C)c2)CC1 the results were Thrombin inh -2, KLK5 inh 16, 14-3-3 Bad PPI 5, KCC2 mod -0.55, EBV gp42 inh -2, eIF4E 4G PPI 2, Rad51 HR inh -8, Furin inhibitor -27 and p47phox inh 3.
COCCn1c(=O)[nH]c2cc(C(=O)NCc3ccccc3)ccc2c1=O was read as Thrombin inh -5, KLK5 inh -28, 14-3-3 Bad PPI -5[fluorescence artefact?], KCC2 mod 0.56, EBV gp42 inh -6, eIF4E 4G PPI -8, Rad51 HR inh -1, Furin inhibitor -14[20 µM] and p47phox inh -6.
For COc1cc(C2NC(=O)NC(c3ccccc3)=C2C(C)=O)cc(Cl)c1OCC(=O)O (centres undefined) the results were Thrombin inh -6, KLK5 inh -5, 14-3-3 Bad PPI -7, KCC2 mod 0.095, EBV gp42 inh -5, eIF4E 4G PPI -4, Rad51 HR inh 5, Furin inhibitor -20 and p47phox inh -6.
CN(C)c1ccc(/C=C/c2nc3ccccc3s2)cc1 was read as Thrombin inh 5, KLK5 inh 4, 14-3-3 Bad PPI -16, KCC2 mod -0.095, EBV gp42 inh -34, eIF4E 4G PPI 11, Rad51 HR inh -12, Furin inhibitor -13 and p47phox inh -57.
`COc1cc(N2CCCC2)c(OC)cc1/C=C(/C#N)c1ccc(F)cc1` gave Thrombin inh 1, KLK5 inh -9, 14-3-3 Bad PPI -4, KCC2 mod -2.8, EBV gp42 inh 139*, eIF4E 4G PPI 5, Rad51 HR inh -68, Furin inhibitor -11[20 µM] and p47phox inh -14.
Screening N/C(=N\OC(=O)CCCc1ccccc1)c1cccc([N+](=O)[O-])c1 returned Thrombin inh 0, KLK5 inh -4, 14-3-3 Bad PPI 1, KCC2 mod -2.9, EBV gp42 inh -10, eIF4E 4G PPI 4, Furin inhibitor -7 and p47phox inh -4.
